High-throughput results (PubChem BioAssay)
M4 antag: CHRM4 antagonism in calcium assay; 360,000 compounds, 0.73% hits; inhibition, % at 3 µM; CHO-hM4 cells, ACh EC80, Fluo-8 calcium fluorescence;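 active means inhibition above its plate's cutoff, the mean inhibition of sample wells plus 3 SD, cut at about 27% in these data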;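 further: 0% = acetylcholine EC80 with DMSO and 100% = DMSO without agonist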
Target sequence (P08173 whole entry, looked up): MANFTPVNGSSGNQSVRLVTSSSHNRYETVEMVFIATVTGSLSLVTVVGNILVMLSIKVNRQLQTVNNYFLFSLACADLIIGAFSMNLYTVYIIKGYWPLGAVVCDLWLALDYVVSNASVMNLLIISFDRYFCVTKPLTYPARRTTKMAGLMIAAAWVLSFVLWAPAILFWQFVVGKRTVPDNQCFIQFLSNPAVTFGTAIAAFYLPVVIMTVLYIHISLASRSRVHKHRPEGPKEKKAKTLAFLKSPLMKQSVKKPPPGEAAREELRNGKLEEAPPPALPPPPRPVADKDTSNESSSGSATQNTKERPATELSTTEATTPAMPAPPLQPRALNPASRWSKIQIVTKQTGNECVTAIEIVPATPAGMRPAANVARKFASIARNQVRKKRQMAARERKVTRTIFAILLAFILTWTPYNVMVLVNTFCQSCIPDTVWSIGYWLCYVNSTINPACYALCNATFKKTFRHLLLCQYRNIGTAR
CHRM5 antagonist: blocks acetylcholine activation of human M5 receptor. CHO-hM5 cells, Fluo-8 calcium fluorescence, ACh EC80. inhibition, % at 3 µM. 360,000 compounds, 0.59% hits. AID 624040;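 active means inhibition above a per-plate cutoff, the mean of that plate's test compounds plus 3 SD, cut at about 27% in these data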;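 further: 0% = acetylcholine EC80 with DMSO and 100% = DMSO without agonist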
Target sequence (P08912 whole entry, looked up): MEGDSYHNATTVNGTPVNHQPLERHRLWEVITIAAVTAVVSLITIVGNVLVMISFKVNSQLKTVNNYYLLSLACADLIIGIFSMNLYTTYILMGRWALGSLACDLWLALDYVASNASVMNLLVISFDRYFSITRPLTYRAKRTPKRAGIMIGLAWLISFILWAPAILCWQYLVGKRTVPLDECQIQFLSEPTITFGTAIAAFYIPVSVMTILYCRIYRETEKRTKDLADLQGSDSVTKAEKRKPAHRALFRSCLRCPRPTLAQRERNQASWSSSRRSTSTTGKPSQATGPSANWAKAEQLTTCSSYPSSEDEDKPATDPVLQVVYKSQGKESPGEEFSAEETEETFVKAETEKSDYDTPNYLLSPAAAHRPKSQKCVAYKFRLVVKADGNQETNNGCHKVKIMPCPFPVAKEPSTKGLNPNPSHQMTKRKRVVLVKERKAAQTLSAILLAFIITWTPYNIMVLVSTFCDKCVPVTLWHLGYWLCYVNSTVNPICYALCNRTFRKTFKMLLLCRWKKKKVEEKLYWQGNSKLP
IDE cell inh: inhibitors of human insulin-degrading enzyme in cells; P14735; HEK cells, FAbetaB cleavage, fluorescence polarization; inhibition, % at 5.59 µM; 320,000 compounds, 0.41% hits;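 active means percent inhibition above the average of all tested compounds plus 3 SD, set per screening campaign, cut at about 16% in these data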;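 further: IDE supplied by intact live HEK cells; FP after avidin binding of uncleaved biotin substrate so inhibition keeps polarization high; 0% = DMSO wells and 100% = 60 µM reference IDE inhibitor Ii1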
CRFR2-BP antag: CRF-BP/CRF-R2 complex antagonism; HEK293 CRF-R2/CRF-BP, CRF-induced calcium fluorescence; inhibition, % at 11.8 µM; 350,000 compounds, 0.59% hits; AID 588475;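 active means inhibition of the ligand-induced calcium signal above about 50% at the single tested concentration, limit read from the data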
M4 PAM: potentiates acetylcholine response at human M4 receptor. 360,000 compounds, 0.4% hits. activation, % at 3 µM. AID 624126. P08173. CHO-K1 hM4/Gqi5, Fluo-8 calcium fluorescence, ACh EC20; 0% = ACh EC20, 100% = maximal ACh;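 active means activation above its plate's cutoff, the mean activation of sample wells plus 3 SD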; further: some results filed as inactive read as strong as hits
CHRM4 agonist: CHRM4 agonism in calcium assay. P08173. CHO-K1 hM4/Gqi5, Fluo-8 calcium fluorescence; vehicle 0%, full acetylcholine response 100%. activation, % at 3 µM. 360,000 compounds, 0.14% hits;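 active means activation above the run mean over all test wells plus 3 SD, cut at about 32% in these data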;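 further: peak over basal fluorescence ratio per well then scaled between controls; 0% = DMSO wells and 100% = acetylcholine at EC100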
CHRM5 agonist: agonists of human muscarinic M5 receptor (CHRM5). 360,000 compounds, 0.19% hits. P08912. CHO-K1 hM5 cells, Fluo-8 calcium fluorescence; 0% DMSO wells, 100% maximal acetylcholine response. activation, % at 3 µM;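 active means activation above the run's mean over test compounds plus 3 SD, cut at about 23% in these data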;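 further: signal is peak over basal fluorescence ratio across the kinetic read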
CHRM5 PAM: positive allosteric modulators of human muscarinic M5 receptor | AID 624038 | CHO-K1 hM5, Fluo-8 calcium, ACh EC20 PAM; 0% = ACh EC20, 100% = ACh EC100 | activation, % at 3 µM | 360,000 compounds, 0.3% hits;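 active means activation above the run cutoff, the mean activation of all test compounds plus 3 SD, cut at about 18% in these data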
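Test system: CHO-K1 hM5 cells / Doses: single-point, 3 µM nominal / Times: Post-acetylcholine fluorescence recording 140 s / Technique: Fluo-8 calcium fluorescence / Measure: Max/basal fluorescence ratio as % of EC20–EC100 ACh window / Benchmarks: low control EC20 acetylcholine (0%), high control EC100 acetylcholine (100%) / Replicates: one well per compound, no replicates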
CRFBP-R2 agonist: agonists of human CRF-binding protein/CRF-R2 receptor complex; HEK293 CRF-R2/CRF-BP, calcium dye fluorescence (FLIPR); percent of saturating CRF peptide response; activation, % at 13.2 µM; 350,000 compounds, 0.46% hits; AID 588473;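 active means activation of at least 50%, plus an integration ratio under a set limit after plate pattern correction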;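 further: plate controls were neutral control wells without compound for no effect and CRF at EC100 for full effect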
An asterisk follows results filed as active; . = not tested or not shown.

SMILES	M4 antag	CHRM5 antagonist	IDE cell inh	CRFR2-BP antag	M4 PAM	CHRM4 agonist	CHRM5 agonist	CHRM5 PAM	CRFBP-R2 agonist
COc1ccccc1N(CN1C(=O)c2ccccc2C1=O)C(=O)c1cccnc1	5	2	3	-7	0	0	1	0	0.2
CCCCN(CC)CCCNC(=O)CC1Oc2ccccc2NC1=O (configuration not stated)	2	0	-3	5	-5	0	-3	1	0.0
COc1cc(/C=N/NC2=NCCCCC2)ccc1O	-4	3	8	11	4	0	-3	6	1.0
CC(C)(C)OC(=O)N1C(=O)[C@](OC(=O)c2ccccc2)(c2ccccc2)c2cccc(F)c21	-2	0	.	.	-5	0	-2	-7	.
C#CCOCCOCCOCCNc1nc(N2CCN(C(=O)[C@H](C(C)C)n3cc(CCO)nn3)CC2)nc(N2CCN(C(=O)[C@H](CCCCN)n3cc(CCCC)nn3)CC2)n1	6	2	1	3	-2	2	3	3	-2.4
NS(=O)(=O)c1ccc(NC(=O)CN2CCCc3ccccc32)cc1	-16	15	5	-6	-8	1	-7	0	21
CCCOc1ccc(CNCCCOCC)cc1OC	2	4	3	0	1	1	-2	4	-1.9
Cc1ccc(NC(=O)NCCCN2CCCC2=O)c(C)c1	-17	-12	5	14	7	0	-2	3	2.2
CCOC(=O)N1CCN(C(=O)c2cc3cc(OC)c(OC)cc3[nH]2)CC1	5	15	.	16	6	1	-1	-7	-2.2
Cc1ccc(C2=CC(c3cccs3)n3nnnc3N2)cc1 (configuration not stated)	8	3	1	-27	0	0	-6	3	30
C[C@H](CO)N1C[C@H](C)[C@@H](CN(C)C(=O)Nc2ccc3c(c2)OCO3)Oc2c(NC(=O)Cc3ccccc3)cccc2C1=O	-7	-6	-4	-4	9	0	1	-1	1.7
NC(=O)COC(=O)c1cccc(S(=O)(=O)N2CCCc3ccccc32)c1	-16	3	-1	32	-3	5	0	-6	-5.0
CC(=O)Nc1ccc(NC(=O)COC(=O)c2c(-c3ccccc3)noc2C)cc1	-9	1	2	-4	2	3	6	-10	1.6
CCc1c(C)nc(SCC(=O)N2CCN(c3ccccc3OC)CC2)[nH]c1=O	-5	-4	7	58*	2	0	-4	-2	-4.7
CC(C)CC(C(=O)O)C(C)CC(=O)Nc1ccn(-c2ccccc2)n1 (configuration not stated)	7	-8	3	-3	-2	1	1	9	9.5
Cc1nc2nc(SCC(=O)NCCCN3CCCCC3)nn2c(C)c1Cc1ccccc1	4	14	0	2	-14	1	-6	-4	-0.6
CCN(C(=O)COC(=O)c1cc(S(=O)(=O)N2CCOCC2)c(Cl)cc1Cl)C1CCS(=O)(=O)C1 (configuration not stated)	-4	5	3	34	-5	2	1	1	-0.5
Cc1n[nH]c(=O)c2c1nnn2Cc1ccc(F)cc1	6	15	1	10	-1	0	-1	-8	-0.7
NC(=O)c1cnn2c(-c3cccc(C(F)(F)F)c3)ccnc12	1	-2	2	24	-3	0	-1	4	0.4
C/C(=N\N=C1\NC(=O)CC(C(=O)O)S1)c1cccs1 (configuration not stated)	3	1	1	-6	10	0	2	2	-1.5
Cc1ccn2c(NC(=O)c3ccco3)c(-c3ccccc3)nc2c1	-2	4	5	28	4	1	2	-6	-0.6
O=C(COC(=O)c1ccc(F)c(S(=O)(=O)N2CCOCC2)c1)c1ccc(Br)cc1	-4	0	.	-3	1	8	6	-2	0.8
Cn1c(=O)[nH]c(=O)c2c1nc(CN1CCOCC1)n2Cc1ccccc1	-2	-7	-5	1	2	1	4	1	-1.8
Cc1ccc(/C=N/n2c(COc3ccccc3)n[nH]c2=S)s1	4	0	2	32	6	-2	-3	-2	0.8
Cc1c(NC(=O)c2ccc3ncccc3c2)c(=O)n(-c2ccccc2)n1C	2	5	0	-4	1	0	1	-10	-1.8
COc1ccc(C(=O)Oc2ccc(F)cc2C(=O)/C=C/c2ccc(OC)c(OC)c2)cc1	11	11	-1	-1	-5	3	1	-3	4.0
COc1ccc(N2C(=O)CC(N(Cc3ccco3)C(=O)CCC(=O)O)C2=O)cc1 (configuration not stated)	-21	-1	6	3	13	1	0	2	3.1
c1ccc(OCCOc2ncnc3ccccc23)cc1	-2	0	0	-2	0	7	-1	-2	1.8
CS(=O)(=O)NNC(=O)CN1C(=O)C2C3C=CC(C3)C2C1=O (configuration not stated)	-13	-12	1	-7	5	1	-1	-2	7.0
Cc1cccc(NNC(=S)Nc2c(C)cccc2C)c1	-2	0	-1	6	2	1	-5	0	-1.7

Rewritten with two lines to a compound: part of the list above
Below each SMILES: M4 antag	CHRM5 antagonist	IDE cell inh	CRFR2-BP antag	M4 PAM	CHRM4 agonist	CHRM5 agonist	CHRM5 PAM	CRFBP-R2 agonist
NS(=O)(=O)c1ccc(NC(=O)CN2CCCc3ccccc32)cc1
    -16	15	5	-6	-8	1	-7	0	21
Cc1c(NC(=O)c2ccc3ncccc3c2)c(=O)n(-c2ccccc2)n1C
    2	5	0	-4	1	0	1	-10	-1.8

(cont.)
SMILES	M4 antag	CHRM5 antagonist	IDE cell inh	CRFR2-BP antag	M4 PAM	CHRM4 agonist	CHRM5 agonist	CHRM5 PAM	CRFBP-R2 agonist
CC(=O)c1c(C)[nH]c(C(=O)COc2cc(C)ccc2C(C)C)c1C	39*	41*	2	6	-8	16	4	-19	0.7
COCc1cc(N2CCOCC2)nc(-c2ccccc2)n1	1	2	-4	-1	8	1	-1	0	-1.1
CSc1nc(N)c(C#N)c(-c2ccc(Cl)cc2)c1C#N	-3	22	-5	-11	-5	4	0	-1	7.3
CCOC(=O)C1(C)Oc2ccccc2C(c2ccc(OC)cc2)=C1C(=O)OC (configuration not stated)	-1	-7	.	10	0	2	1	2	1.0
COC(=O)c1ccc(NC2=CC(=O)CC(C)(C)C2)cc1	7	1	13	-25	-7	-1	-4	-2	-2.7
COC(=O)C(CO)NC(=O)C1CCCN1C(=O)CNC(=O)OCc1ccccc1 (configuration not stated)	-10	-3	3	10	0	1	-3	-2	-1.2
COc1cc(/C=C2\SC(=Nc3ccccc3OC)NC2=O)ccc1O	5	9	16	-13	-4	7	3	-9	3.3
COc1ccc(S(=O)(=O)N2CN(Cc3ccco3)c3nc4ccccc4nc32)cc1	-6	-1	1	-8	-1	5	6	-5	7.9
CC(C)(C)c1ccc(C(=O)N2CCC(C(=O)NC3CCCCCC3)CC2)cc1	4	-2	3	-5	-6	0	-5	2	0.1
CCN(C[C@H]1N[C@@](CC)(C(=O)OC)[C@H]2C(=O)N(C)C(=O)[C@@H]12)C(=O)C1CCCCC1	-14	2	-4	-5	5	1	-1	-6	-1.3
COc1cc(NC(=S)N2CCN(c3ccccn3)CC2)cc(OC)c1	-3	0	-5	5	7	1	-2	1	-1.7
O=C(NCc1ccc2c(c1)OCO2)C(=O)NCC1OCCN1S(=O)(=O)c1ccc(F)cc1 (configuration not stated)	4	5	7	8	-3	.	1	-2	1.5
COc1ccc(NC(=O)NCc2ccco2)c(OC)c1	-3	-8	4	20	10	1	-2	1	-0.5
CCCCC(=O)NC(=O)NC(c1ccccc1)c1ccccc1	2	10	-1	-24	-8	-1	-5	-6	3.2
COc1cc(Nc2nc3c(N)cc(C(F)(F)F)cc3nc2-c2ccccc2)cc(OC)c1OC	7	1	.	-18	-2	1	6	-7	0.8
CC1=CC(=O)[C@@H](OC(=O)Nc2ccc(C)cc2)[C@@H](c2ccccc2Br)N1C	-9	-7	.	0	1	0	0	3	2.5
CCN(CC)c1ccc(/C=N/Nc2nc3ccccc3[nH]2)cc1	1	15	.	-3	-4	-1	-10	-13	0.6
Cc1cc2oc(=O)cc(COC(=O)Cn3cnnn3)c2cc1C(C)C	-14	-5	4	-13	12	3	-3	-1	-1.2
C/C(=N\NC(=O)c1ccn(C)n1)c1ccco1	12	8	-2	-2	-2	1	-3	2	1.7
Cn1c(Cc2ccccc2)nnc1SCC(=O)Nc1cccc(S(=O)(=O)NC2=NCCCCC2)c1	4	0	-2	2	3	1	-7	6	-0.4
Cc1ccc(C2c3c(oc4ccccc4c3=O)C(=O)N2CCCN2CCOCC2)o1 (configuration not stated)	-5	-1	3	13	5	1	-3	0	-0.3
CCOC(=O)C1(CCOc2ccccc2)CCN(Cc2cccc(F)c2)CC1	3	12	0	3	-8	3	-21	-24	0.6
Nc1cccc(S(=O)(=O)Nc2ccc(Br)cc2)c1	-13	0	-1	1	-12	3	0	-2	-1.4
Cc1csc(NC(=O)CCC(=O)N(CC(=O)NC2CCCCC2)c2ccccc2)n1	4	14	-6	-37	0	2	-2	-2	2.2
COCCSc1ccccc1C(=O)N1CCC(Cc2ccccc2)CC1	-24	-9	1	-13	4	8	-2	-2	-0.3
COc1cc(CCCN2CCNC[C@@H]2Cc2ccccc2)cc(OC)c1OC	4	13	2	-11	4	0	-2	1	0.9
COc1cc(NC(=O)c2cc3ccccc3o2)c(OC)cc1Cl	-1	5	1	-2	-4	1	-2	2	1.0
O=C(C(c1ccccc1)c1ccccc1)N1CCN(CC(O)COc2ccccc2)CC1 (configuration not stated)	-8	-2	5	15	11	2	-6	-6	0.1
Cc1cc(C)nc(NS(=O)(=O)c2ccc(NS(=O)(=O)c3ccccc3)cc2)n1	11	2	6	1	5	1	5	-1	-0.4
COc1cccc(-n2cn[nH]c2=S)c1	3	1	-2	17	-4	1	-2	-2	0.1
COc1cc2c(cc1OC)CN(Cc1cc(OC)c3c(c1)OCO3)CC2	2	-7	8	-4	2	0	-5	5	-0.9
CC(C)OCCCNC(=S)Nc1ccc(S(N)(=O)=O)cc1	-3	-8	9	-5	-3	1	-1	4	1.7
CCN(CC)CCCNC(=O)Cn1nc([N+](=O)[O-])c(Cl)c1C	-7	-1	1	10	15	1	-9	2	-0.6
COc1cc(C(=O)OCC(=O)NCC2CCCCC2)ccc1OCC(C)C	-9	2	-5	-11	1	0	0	-1	3.2
COc1ccc(Cl)cc1NC(=O)Nn1cnnc1	1	-4	-1	5	7	0	0	3	0.8
CCOc1cc(C(=O)Nc2ccc(C)cc2O)ccc1OCC(=O)N1CCOCC1	6	6	-1	2	-3	0	-2	-3	-1.6
COc1ccc(Nc2cc(C(=O)NCCCN3CCN(C)CC3)c3ccccc3n2)cc1	4	-5	0	-9	3	0	0	1	-0.2
CC(C1CC1)N(Cc1ccccc1)C(=S)Nc1cccc(C(F)(F)F)c1 (configuration not stated)	6	7	-1	15	-16	0	-4	-12	2.4
N#C/C(=C/c1ccc(-c2ccc(S(=O)(=O)N3CCOCC3)cc2)o1)C(=O)NC1CC1	4	5	.	2	-7	12	7	-7	0.7
Cc1cc2nc(-c3ccc(=O)[nH]c3)n(Cc3ccccc3)c2cc1C	10	-2	8	-9	-5	0	-1	0	-0.2
COc1ccc(NC(=O)COC(=O)c2ccc(OCc3c(C)noc3C)cc2)cc1OC	5	26	5	-7	-18	7	3	-17	0.0
CCN(C(=O)c1cn(C)c(=O)c2cc(OC)c(OC)cc12)c1cc(C)ccc1C	1	4	2	3	-4	1	-5	1	-0.8
COc1ccc(S(=O)(=O)CCc2nnc(NC(=O)c3cccs3)s2)cc1	13	0	-1	-6	3	1	0	0	0.0
CSc1ccccc1NC(=O)CN(C)CC(=O)Nc1ccc(Cl)cc1[N+](=O)[O-]	-3	13	3	-4	2	7	2	4	-1.3
